High-throughput results deposited in PubChem BioAssay by The Scripps Research Institute Molecular Screening Center.
OX1R antag-1 = OX1R (human) antagonism; O43613; AID 485270; inhibition, % at 6.6 µM; hit rate 1.8% among 330,000; OX1R-expressing cells, FRET antagonist read-out; in the data active = inhibition mostly above about 38%, no sharp cut-off; inactive = mostly below about 40%;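 also: 0% = agonist challenge alone and 100% = reference antagonist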
Target sequence (O43613 whole entry, looked up): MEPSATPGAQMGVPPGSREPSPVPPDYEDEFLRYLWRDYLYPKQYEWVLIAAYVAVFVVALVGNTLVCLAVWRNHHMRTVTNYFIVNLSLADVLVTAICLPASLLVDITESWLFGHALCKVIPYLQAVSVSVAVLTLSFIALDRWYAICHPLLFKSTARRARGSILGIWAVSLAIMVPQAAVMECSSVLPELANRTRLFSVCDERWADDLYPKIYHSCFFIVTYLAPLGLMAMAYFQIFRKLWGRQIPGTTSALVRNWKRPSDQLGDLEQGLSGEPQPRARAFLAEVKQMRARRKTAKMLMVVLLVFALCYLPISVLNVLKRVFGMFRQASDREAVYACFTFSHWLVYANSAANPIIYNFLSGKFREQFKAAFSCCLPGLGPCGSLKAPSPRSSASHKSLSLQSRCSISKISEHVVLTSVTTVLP
OX1R antag-2 = blocks the human orexin 1 receptor | O43613 | CHO/OX1R cells, Fluo-8 calcium fluorescence, orexin A | inhibition, % at 5 µM | hit rate 0.43% among 330,000 | AID 434989;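 active = inhibition above its plate's threshold, mean inhibition of all tested compounds on the plate plus 3 SD, cut at about 37% in these data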;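 also: 0% = orexin A challenge wells and 100% = SB-334867-A antagonist wells; not every result past the cut was called active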
Starred values were filed as active, the others as inactive.

cpd	mol	OX1R antag-1	OX1R antag-2
1	Cc1ccccc1C(=O)Nc1ccc(-c2nc3ccc(C(=O)c4ccccc4)cc3[nH]2)cc1	51	-6
2	Cc1c(CCOC(=O)c2cccc([N+](=O)[O-])c2)sc[n+]1CC(=O)c1ccccc1	19	-29
3	CCN(C(=O)COC(=O)c1c(C)noc1C)C1CCS(=O)(=O)C1 (stereo unspecified)	21	-6
4	Cc1cccc(N(C)S(=O)(=O)c2ccc3[nH]cc(C(=O)N4CCOCC4)c(=O)c3c2)c1	9	-9
5	CCOc1ccccc1N(CC(=O)Nc1ccc(OC)cc1OC)S(=O)(=O)c1ccccc1	50*	-8
6	O=C(Cn1nc([N+](=O)[O-])nc1Br)NC(c1ccccc1)c1ccccc1	22	-26
7	CC1CCCC(C)N1c1nnc(NC(=O)Cn2c(=O)oc3ccccc32)s1 (stereo unspecified)	6	-11
8	O=C(Nc1ccccc1Cl)c1ccc(-n2cccn2)c([N+](=O)[O-])c1	19	-7
9	COc1ccc(N(CC(=O)Nc2cc(C)ccc2OC)S(=O)(=O)c2c(C)noc2C)cc1	15	-27
10	Cc1cccc(Cn2cnc3c(NS(C)(=O)=O)c(C)c(C)cc32)c1	14	-19
11	CS(=O)(=O)NCC(c1ccco1)N1CCN(c2ccc(F)cc2)CC1 (stereo unspecified)	11	-12
12	CC1C(c2ccccc2)=[N+]([O-])C2(CCCC2)N1O (stereo unspecified)	20	-1
13	CCN(CC(=O)Nc1cc(Cl)ccc1C)C(=O)CCS(=O)(=O)c1ccc(Cl)cc1	-6	-34
14	O=C(O)/C=C/c1ccc(-c2cccc(C(F)(F)F)c2)o1	10	-5
15	CN(C)c1ccc(NC(=O)COC(=O)Cn2nnc3ccccc32)cc1	1	0
16	COc1cc(C(=O)NCCCNc2ccc([N+](=O)[O-])cc2)cc(OC)c1OC	14	-18
17	Cc1cccc(NC(=O)Cn2c(=O)n(C)c3ccccc32)c1	3	-23
18	CCCn1nc(-c2nnc(-c3ccc(C)c(C)c3)o2)c2ccccc2c1=O	19	-17
19	CCN(CCNC(=O)C1CCCN(S(=O)(=O)CC)C1)c1ccccc1 (stereo unspecified)	1	-5
20	CN(C)C=NC(=O)c1cn(-c2ccc(F)cc2)c(=O)c2ccccc12	19	-7
21	CC(=O)Nc1ccc(NC(=O)Cn2c(=O)n(-c3ccc(F)cc3)c(=O)c3oc4ccccc4c32)cc1	7	-6
22	O=C(NC1CCCCC1)C(c1cccs1)N(CC1CCCO1)C(=O)c1csnn1 (stereo unspecified)	22	-26
23	Cc1c(/C(O)=C2/C(=O)C(=O)N(Cc3cccnc3)C2c2cccs2)cnn1-c1ccccc1 (stereo unspecified)	20	-6
24	COc1cccc(NC(=O)CSc2nnc(-c3ccc(C)cc3)o2)c1	15	-15
25	COc1ccc(NC(=O)C(Br)C(C)C)cc1 (stereo unspecified)	20	4
26	CCOC(=O)c1ccc(NC(=O)c2ccc3c(c2)OCO3)cc1	15	0
27	Cc1ccc(NC(=O)CN2CCN(Cc3ccccc3)CC2)cc1Cl	3	-5
28	O=C1c2ccccc2[C@@H]2C[C@@H](O)[C@H](Nc3ccccc3-c3ccccc3)CCN12	6	-17
29	CCn1c(-c2ccc[nH]c2=O)nc2ccccc21	2	-4
30	O=C(Cc1ccc(-n2cccc2)cc1)N1CCN(c2ccccc2F)CC1	12	-20

Compounds from the list above containing a thiophene ring, fused or not:
cpd	mol	OX1R antag-1	OX1R antag-2
22	O=C(NC1CCCCC1)C(c1cccs1)N(CC1CCCO1)C(=O)c1csnn1 (stereo unspecified)	22	-26
23	Cc1c(/C(O)=C2/C(=O)C(=O)N(Cc3cccnc3)C2c2cccs2)cnn1-c1ccccc1 (stereo unspecified)	20	-6

Going on with the list.
cpd	mol	OX1R antag-1	OX1R antag-2
31	CCC(C)NC(=O)CS(=O)Cc1nc(-c2ccccc2C)oc1C (stereo unspecified)	11	-7
32	CN(C)CC(C)(C)CNS(=O)(=O)c1cccc2nsnc12	50	-9
33	COc1cccc(CN(C(=O)c2cc3ccccc3oc2=O)C2CC2)c1	13	-16
34	CCOC(=O)N1CCN(S(=O)(=O)c2cc([N+](=O)[O-])ccc2C)CC1	17	-6
35	C=CCN1C(=O)C2C(C(=O)NC3CCCC3)C3C=CC2(O3)C1C(=O)NC1CCCC1 (stereo unspecified)	26	-10
36	COC(=O)C1(Cc2ccc(O)cc2)OC(=O)C(O)=C1c1ccc(O)cc1 (stereo unspecified)	30	-4
37	CCN(CC)C(=O)COc1cc(C)c(Cl)c(C)c1	18	-12
38	CCN1C(=O)N[C@@H](CCc2ccccc2)[C@H](C(C)=O)[C@H]1C	8	-12
39	CCN(CC)C(=O)C(=O)Nc1ccc(OCc2ccccc2)cc1	28	-6
40	COc1ccc(S(=O)(=O)N2CCOCC2)cc1C(=O)N1CCCCCC1	13	-6
41	O=C(c1cc(-c2cccc(Cl)c2)on1)N1CCCCCC1	25	-15
42	CC1CN(C(=O)CN2C(=O)c3ccccc3C2=O)CC(C)O1 (stereo unspecified)	8	6
43	O=C(NCc1ccccc1)C1=C[C@@H](C2CCCCC2)C[C@@H](OCc2ccc(CO)cc2)O1	12	-30
44	Nc1c(-c2cccc(Cl)c2)cnn1-c1ccccc1	4	0
45	Cc1ccc(S(=O)(=O)N2CCOCC2)cc1C(=O)N1CC(C)CC(C)C1 (stereo unspecified)	3	-36
46	CCc1n[nH]c(=S)n1/N=C/c1cc(OC)cc([N+](=O)[O-])c1O	49	-13
47	Cc1ccc(N(C(=O)c2ccc3c(c2)OCO3)C2C=CS(=O)(=O)C2)cc1C (stereo unspecified)	14	-15
48	O=C(CCOc1ccccc1)N1CCN(c2ccc(O)cc2)CC1	6	-23
49	CCOC(=O)C1CCCN(C(=O)c2ccc3c(c2)OCO3)C1 (stereo unspecified)	7	-15
50	Cc1ccnc(NC(NC(=O)C(C)C)(C(F)(F)F)C(F)(F)F)c1	7	-4
51	CCOCCCNC(=O)C(c1ccc(OC)cc1)N(Cc1cccs1)C(=O)CNC(C)=O (stereo unspecified)	7	-8
52	O=C(NCC(=O)N1CCN(c2ccccc2O)CC1)c1ccc2ccccc2c1	18	3
53	O=C(Oc1coc(CSc2ncccn2)cc1=O)c1ccco1	4	-2
54	O=C(Nc1nnc(C2CC2)s1)c1ccc(S(=O)(=O)c2ccccc2)cc1	10	1
55	COc1ccccc1NC(=O)Nc1nnc(CC(=O)Nc2ccccc2C)s1	12	0
56	CC1(C)S[C@@H]2[C@H](NC(=O)C(C(=O)O)c3ccccc3)C(=O)N2[C@H]1C(=O)O (stereo partly specified)	12	-26
57	COc1cc(C(=O)NC2CCN(Cc3ccccc3)CC2)cc(Cl)c1OC	2	-17
58	CCOC(=O)c1ccc(NC(=O)c2nc[nH]c2C(=O)N[C@@H](CCCCNC(=O)OC(C)(C)C)C(=O)OC(C)(C)C)cc1	41	-31
59	CCN1CCN(C(=O)C2CCCN(S(=O)(=O)c3cccc4nsnc34)C2)CC1 (stereo unspecified)	52*	-16
60	CCc1c(C(=O)N/N=C/c2ccc(OCc3ccc(F)cc3)c(OC)c2)nnn1-c1nonc1N	15	7
61	CN(c1ccc(C(=O)N2CCCCC2)cc1)S(C)(=O)=O	1	-6
62	O=C(Cn1cccc1C(=O)c1ccccc1)NCCCN1CCOCC1	9	-14
63	CCc1ncc(CN2CCC(C(=O)Nc3ccc(-n4nc(C)cc4C)cc3)CC2)cn1	2	-17
64	O=C(/C=C/c1ccc2c(c1)OCO2)NCC1CCCO1 (stereo unspecified)	7	-1
65	CC1CCC/C(=N\Nc2ccc(Cl)c(C(=O)O)c2)C1 (stereo unspecified)	5	-10
66	CCOCC(=O)Nc1c(C)n(C)n(-c2ccccc2)c1=O	12	9
67	O=C(O)CCCN1C(=O)C2C3CC(C2C1=O)C1C(c2ccccc2)c2sc(=O)[nH]c2SC31 (stereo unspecified)	4	-9
68	CC1CCCCN1C(=O)CCNC(=O)Cn1cnc2ccccc2c1=O (stereo unspecified)	23	-2
69	CC(NCC(=O)NCC(=O)Nc1ccc(F)cc1)c1cccc(C(F)(F)F)c1 (stereo unspecified)	8	-9
70	N#C/C(=C\c1ccc(-c2cccc(Cl)c2)o1)C(=O)Nc1cccc2cccnc12	5	-7
71	CN1CCN(c2nc3c(c(=O)n(C)c(=O)n3C)n2Cc2cccc3ccccc23)CC1	4	-38
72	COC(=O)CN(c1ccccc1C)S(C)(=O)=O	4	4
73	COc1cc([N+](=O)[O-])ccc1NC(=S)Nn1cnnc1	30	-3
74	COc1cccc(C(=O)N(Cc2ccccc2)Cc2cc3cc4c(cc3[nH]c2=O)OCCO4)c1	7	-10
75	Cc1ccc(-c2noc(CCCN3C(=O)c4ccccc4C3=O)n2)cc1	18	-22
76	O=C(CN1CCN(c2ncccn2)CC1)N(Cc1ccccc1)c1ccc(F)cc1	5	-8
77	COc1cc(SC#N)ccc1N=Cc1c(C)[nH]n(-c2ccc(C)cc2)c1=O	14	67*
78	C=CCNC(=O)COc1coc(CN2CCN(Cc3ccccc3)CC2)cc1=O	3	-5
79	Cc1cc(-c2ccc(/C=N/n3cnnc3)o2)c([N+](=O)[O-])cc1C	18	-10
80	COc1ccccc1/C=C/C(=O)OCC(=O)Nc1c(C)nn(-c2ccccc2)c1C	10	-22
81	Cc1cccc(Nc2nc(N)nc(CSc3nccc(C)n3)n2)c1	11	2
82	O=C(NCCc1ccccc1)c1cc2ncc(Br)cn2n1	21	-11
83	O=C(O)CC1S/C(=N/N=C2CCCCC2)N(c2ccccc2)C1=O (stereo unspecified)	15	6
84	FC(F)(F)Oc1ccc(NC(=S)NCCCN2CCOCC2)cc1	-2	-11
85	CCOC(=O)C1CCCN(C(=O)C(C)(C)Oc2ccc(Cl)cc2)C1 (stereo unspecified)	15	-17
86	CNC(=O)c1ccc(-c2ccc(F)cc2)s1	21	-6
87	Fc1cccc(NC(=S)N2CCCC2)c1	11	-14
88	COC(=O)C1=C(C)N(Cc2ccccc2)C(=NCCCCO)N[C@H]1c1cccc(C(F)(F)F)c1	6	-11
89	CCOC(=O)Cc1cnc(NC(=O)CSc2nc(N)cc(=O)[nH]2)s1	12	-6
90	O=C(Cc1cccs1)OCC(=O)c1ccco1	-4	-7

(more compounds)
cpd	mol	OX1R antag-1	OX1R antag-2
91	OC(COc1ccc(Cl)cc1)CN1C2=NCCCN2c2ccccc21 (stereo unspecified)	11	-19
92	O=C(O)c1cccc(NC(=O)c2ccccc2NC(=O)c2ccco2)c1	23	2
93	Cc1ccc(C(=O)N/C(=C\c2sccc2C)C(=O)NCc2ccncc2)cc1	24	-30
94	COc1ccc(C2=Nn3c(nnc3C(F)(F)F)SC2)cc1	5	-13

Part of the list above in order of SMILES length, lowest first:
cpd	mol	OX1R antag-1	OX1R antag-2
87	Fc1cccc(NC(=S)N2CCCC2)c1	11	-14
90	O=C(Cc1cccs1)OCC(=O)c1ccco1	-4	-7
86	CNC(=O)c1ccc(-c2ccc(F)cc2)s1	21	-6
72	COC(=O)CN(c1ccccc1C)S(C)(=O)=O	4	4
82	O=C(NCCc1ccccc1)c1cc2ncc(Br)cn2n1	21	-11
94	COc1ccc(C2=Nn3c(nnc3C(F)(F)F)SC2)cc1	5	-13
84	FC(F)(F)Oc1ccc(NC(=S)NCCCN2CCOCC2)cc1	-2	-11
81	Cc1cccc(Nc2nc(N)nc(CSc3nccc(C)n3)n2)c1	11	2
91	OC(COc1ccc(Cl)cc1)CN1C2=NCCCN2c2ccccc21 (stereo unspecified)	11	-19
83	O=C(O)CC1S/C(=N/N=C2CCCCC2)N(c2ccccc2)C1=O (stereo unspecified)	15	6
85	CCOC(=O)C1CCCN(C(=O)C(C)(C)Oc2ccc(Cl)cc2)C1 (stereo unspecified)	15	-17
89	CCOC(=O)Cc1cnc(NC(=O)CSc2nc(N)cc(=O)[nH]2)s1	12	-6
76	O=C(CN1CCN(c2ncccn2)CC1)N(Cc1ccccc1)c1ccc(F)cc1	5	-8
79	Cc1cc(-c2ccc(/C=N/n3cnnc3)o2)c([N+](=O)[O-])cc1C	18	-10
80	COc1ccccc1/C=C/C(=O)OCC(=O)Nc1c(C)nn(-c2ccccc2)c1C	10	-22
70	N#C/C(=C\c1ccc(-c2cccc(Cl)c2)o1)C(=O)Nc1cccc2cccnc12	5	-7
71	CN1CCN(c2nc3c(c(=O)n(C)c(=O)n3C)n2Cc2cccc3ccccc23)CC1	4	-38
74	COc1cccc(C(=O)N(Cc2ccccc2)Cc2cc3cc4c(cc3[nH]c2=O)OCCO4)c1	7	-10
88	COC(=O)C1=C(C)N(Cc2ccccc2)C(=NCCCCO)N[C@H]1c1cccc(C(F)(F)F)c1	6	-11
